# Screening data: PubChem BioAssay, National Center for Advancing Translational Sciences (NCATS)
# TbPYK inhibitor: blocks Trypanosoma brucei pyruvate kinase. Q57TT1. 410,000 tested, 0.12% active. Potency, µM (doses to about 76.8 µM), for the others: at the highest dose activity, negative = inhibition, hits mostly inhibitors. TbPYK enzyme, Kinase-Glo Plus ATP luminescence, 45 min. AID 624173; further: potency means the concentration at half of the fitted maximal effect; on the % scale 0 is the no-effect control and ±100 the full control effect; nearly all actives have a fitted effect of over 50% in size
#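 Screened from lowest to highest concentration, compounds were pinned into TbPYK/substrate mixtures, and ADP (130 uM final) was added. Plates sat at room temperature for 45 min prior to Kinase-Glo Plus detection by luminescence.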
# LmPK inh: blocks Leishmania mexicana pyruvate kinase activity | Q27686 | purified LmPK, Kinase-Glo ATP luminescence, 1 h | Potency, µM (highest dose often 57.5 µM), inactives show at the highest dose activity change, negative = inhibition, hits mostly inhibitors | 290,000 tested, 0.37% active | AID 1721; further: potency means the concentration at half of the fitted maximal effect; on the % scale 0 is the no-effect control and ±100 the full control effect
# Target sequence (Q27686 whole entry, looked up): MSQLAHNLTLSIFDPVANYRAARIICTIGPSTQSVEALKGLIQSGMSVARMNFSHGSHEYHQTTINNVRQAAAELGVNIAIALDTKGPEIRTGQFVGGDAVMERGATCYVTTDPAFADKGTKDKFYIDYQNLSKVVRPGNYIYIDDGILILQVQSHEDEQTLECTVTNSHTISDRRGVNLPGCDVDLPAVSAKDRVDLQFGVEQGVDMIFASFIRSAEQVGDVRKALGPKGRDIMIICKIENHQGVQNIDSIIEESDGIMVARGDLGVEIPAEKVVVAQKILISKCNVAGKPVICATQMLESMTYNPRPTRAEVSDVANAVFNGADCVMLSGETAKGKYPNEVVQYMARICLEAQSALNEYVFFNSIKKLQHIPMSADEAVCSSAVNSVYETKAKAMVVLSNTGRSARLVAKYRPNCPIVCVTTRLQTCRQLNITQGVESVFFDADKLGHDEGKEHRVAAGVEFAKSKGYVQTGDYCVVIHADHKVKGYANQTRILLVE
#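 qHTS format; LmPK 0.1 nM; substrates PEP 0.5 mM and ADP 0.1 mM. One-hour room-temperature incubation, then coupled luciferase luminescence; 0.5 nM enzyme wells mark activation.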
# Pf growth 96h: P. falciparum growth inhibition at 96 hour, primary screen for plastid delayed-death inhibitors; P. falciparum luciferase reporter growth, 96 h; Potency, µM (top dose mostly 28.7 µM), without a hit: at the highest dose activity change, negative = inhibition, hits mostly inhibitors; 320,000 tested, 6.9% active; further: potency means the concentration at half of the fitted maximal effect; on the % scale 0 is the no-effect control and ±100 the full control effect
#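 Parasite growth measured via integrated firefly luciferase reporter in P. falciparum. Infected erythrocytes at 2% hematocrit, 0.05% parasitemia final were treated 96 hours at 37 C under 5% CO2, and luminescence was read.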
# Pf growth 48h: P. falciparum growth inhibition at 48 hours (one generation); P. falciparum luciferase growth in erythrocytes, 48 h; Potency, µM (series often up to 28.7 µM), for inactives: top-dose activity change, negative = inhibition, most hits filed as inhibitors; 310,000 tested, 5.9% active; further: potency means the concentration at half of the fitted maximal effect; on the % scale 0 is the no-effect control and ±100 the full control effect
#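 Growth was read as firefly luciferase luminescence after a 48 h, 37 C, 5% CO2 exposure of compounds to reporter-bearing P. falciparum cultures (0.1% parasitemia, 2% hematocrit final) in Albumax-supplemented RPMI 1640.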
# Shiga inhibitor: blocks Shiga toxin action in Vero cells; Vero cells, Shiga toxin protein synthesis inhibition reporter; AID 2315; 290,000 tested, 9.2% active; inhibition, % at 38.7 µM; in the data active means inhibition mostly above about 28%, no sharp cut-off; inactive means mostly below about 43%; further: 0% is about no effect
# Cycloheximide cs: affects cycloheximide protein synthesis inhibition readout, counter-screen. cell reporter, cycloheximide protein synthesis inhibition counterscreen. max response, %. 300,000 tested, 12% active; in the data active means max response mostly above about 13%, no sharp cut-off; inactive means mostly below about 14%; further: read at 38.3 µM for the half of the compounds with a filed dose; 0% is about no effect
# AMA1 RON2 block: inhibitors of Plasmodium falciparum AMA1-RON2 interaction. AlphaScreen AMA1-biotinylated RON2 peptide binding. Potency, µM (top dose mostly 58.2 µM), for the others: at the top dose activity change, negative = inhibition, actives largely listed as inhibitors. 360,000 tested, 0.2% active. AID 720542;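 further: potency means the concentration at half of the fitted maximal effect; 0% = vehicle wells and -100% = peptide control; nearly all actives have a fitted effect of over 45% in size; some results filed as inactive show a strong effect at the top dose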
#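 AMA1 (3D7) with his tag at 25 nM final met compounds first, then biotinylated RON2 peptide at 25 nM; detection used donor plus acceptor beads, 10 µg/mL apiece, read by AlphaScreen after 30 min at room temperature.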
# Numbers without * were called inactive; u = inconclusive; x = no result given; & = joins results of further samples; [ ] = dose if it differs, or a comment. Unless noted, the call rests on the fitted dose curve; in most records, active means well fitted curve in the direction sought with a large enough effect; inconclusive means small, poorly fitted or top-dose-only effect, or another doubt; inactive means no such curve, though single readings can be large; an effect the other way counts as inactive or inconclusive.
# Results follow in this order: TbPYK inhibitor	LmPK inh	Pf growth 96h	Pf growth 48h	Shiga inhibitor	Cycloheximide cs	AMA1 RON2 block
1	Cc1nc(NC(=O)c2cnccn2)ccc1Br
  -8%	-24%	75%[activator]	236%[activator]	107*	43*	-7%
2	Cc1ccc(S(=O)(=O)N(C)C)cc1-n1c(SCC(=O)Nc2ccc(F)c(F)c2F)nc2ccccc2c1=O
  0%	-1%	u	u	-7	-3	3%
3	Cn1c(=O)[nH]c(=O)c2c1nc1n2CC(O)CN1c1ccccc1 (configuration not stated)
  2%	1%	7%	x	-7	-3	1%
4	CC(=O)Nc1ccc(Oc2cc(C#N)c(C#N)cc2N2CCCCCC2)cc1
  -3%	5%	11%	u	14	8	7%
5	COc1ccc(C(C[N+](=O)[O-])c2c(C)[nH]c3ccccc23)cc1OC (configuration not stated)
  -13%	6%	u	2.1µM*	-5	-7	-11%[2.32 µM]
6	Cc1sc2nc(SCCN(C)C)n(-c3ccccc3)c(=O)c2c1-c1ccc(F)cc1
  -11%	5%	u	10µM*	-8	13	-13%
7	COc1cccc(C(=O)Nc2ccc3c(c2)OCO3)c1OC
  -2%	-8%	137%[activator]	162%[activator]	89*	48*	7%
8	O=C(C1CC1)N1CCCC(c2ccc(Cl)cc2)=N1
  -3%	9%	-7%	46%	-8	-5	-4%
9	CCOC(=O)CC1=NN(c2ccccc2)C(=O)/C1=C\c1ccc(N(C)C)cc1
  -3%	-7%	5.9µM*	u	14	-1	u
10	CCOC(=O)CN(Cc1ccccc1)C(=O)OC(C)(C)C
  x	-2%	22%	17%	10&-1	-1&19	x
11	Cc1ccc(Cl)cc1NC(=O)c1ccc(NC(=O)CCC(=O)O)cc1
  -21%	1%	0%	-12%	8	-2	8%
12	Cc1cccc(N(CC(=O)N2CCCC2)S(C)(=O)=O)c1
  3%	1%	u	-13%	x	4	-13%
13	Cn1c(SCc2cccc(F)c2)nnc1-c1ccncc1
  -5%	-1%	u	u	-8	-2	1%
14	COc1ccc(Cl)cc1NC(=O)CN(C)C(=O)c1cc(-c2ccncc2)nc2ccccc12
  -18%	x	5.2µM*	9.3µM*	x	x	u
15	COc1ccc(/C=C2\SC(=O)N(CC(=O)Nc3ccccc3O)C2=O)cc1OC
  -8%	9%	5%	u	-6	20	8%
16	CCOC(=O)C1CCN(C(=O)c2cccc(NC(=O)C(CC)CC)c2)CC1
  -3%	-8%	x	-1%	25	-4	3%
17	COc1cccc(C2C(C(=O)Nc3nc4ccccc4s3)=C(C)NC3=C2C(=O)CC(C)(C)C3)c1OC (configuration not stated)
  -3%	-2%	u	-11%	-3	-3	11%
18	Cc1ccc(NC(=O)CN2C(=O)NC3(CCCCCCC3)C2=O)cc1C
  -9%	x	-24%	-10%	x	x	14%[11.6 µM]
19	CC1CCN(Cc2nc3c(c(=O)n(C)c(=O)n3C)n2CCCc2ccccc2)CC1
  0%	-2%	-22%	u	-8	-2	-5%
20	O=C(Nc1cccc(NC(=O)c2cccs2)c1)c1cccnc1
  -3%	-7%	-19%	3%	9	3	-8%
21	CCOc1ccccc1C(=O)N1CCCCC1C (configuration not stated)
  -2%	0%	-2%	2%	-15	-2	4%
22	CCOC(=O)C(C(=O)OCC)C(C(=O)OCC)N1CCOCC1 (configuration not stated)
  u	-16%	1%	x	-6	-1	1%
23	CCN(c1ccc(OC)cc1)S(=O)(=O)c1ccc2c(c1)CCN2C(=O)CCC(=O)O
  3%	1%	x	u	1	-3	27%
24	CC(=O)Nc1ccc(S(=O)(=O)N/N=C/c2ccc(C)o2)cc1
  3%	2%	55%[activator]	0%	-7	2	8%
25	CC12CC[C@H]3[C@@H](CCC4(O)C[C@H](O)CCC34/C=N/NC(=O)c3ccc(O)cc3)C1(O)CCC2C1=CC(=O)OC1 (some centres not stated)
  -3%	2%	18%	16%	15	6	26%
26	CCCc1nc(SCC(=O)N2CCc3ccccc32)c2c(=O)n(C)c(=O)n(C)c2n1
  x	1%	-1%	18%	-3	-2	x
27	CCCC(=O)NCc1nc2ccccc2n1CC(=O)c1ccccc1
  8%	-4%	u	-12%	-9	4	-4%
28	COc1ccc(N(CC(=O)Nc2c(C)n(C)n(-c3ccccc3)c2=O)S(=O)(=O)c2ccc(C)cc2)cc1
  6%	-1%	26%	8%	-20	-1	16%
29	Cc1cccc(CSc2ccc3nnc(-c4cccnc4)n3n2)c1
  9%	3%	u	1%	-8	-1	4%

# Nos. 1 through 17, quoted:
# Results follow in this order: TbPYK inhibitor	LmPK inh	Pf growth 96h	Pf growth 48h	Shiga inhibitor	Cycloheximide cs	AMA1 RON2 block
1	Cc1nc(NC(=O)c2cnccn2)ccc1Br
  -8%	-24%	75%[activator]	236%[activator]	107*	43*	-7%
2	Cc1ccc(S(=O)(=O)N(C)C)cc1-n1c(SCC(=O)Nc2ccc(F)c(F)c2F)nc2ccccc2c1=O
  0%	-1%	u	u	-7	-3	3%
3	Cn1c(=O)[nH]c(=O)c2c1nc1n2CC(O)CN1c1ccccc1 (configuration not stated)
  2%	1%	7%	x	-7	-3	1%
4	CC(=O)Nc1ccc(Oc2cc(C#N)c(C#N)cc2N2CCCCCC2)cc1
  -3%	5%	11%	u	14	8	7%
5	COc1ccc(C(C[N+](=O)[O-])c2c(C)[nH]c3ccccc23)cc1OC (configuration not stated)
  -13%	6%	u	2.1µM*	-5	-7	-11%[2.32 µM]
6	Cc1sc2nc(SCCN(C)C)n(-c3ccccc3)c(=O)c2c1-c1ccc(F)cc1
  -11%	5%	u	10µM*	-8	13	-13%
7	COc1cccc(C(=O)Nc2ccc3c(c2)OCO3)c1OC
  -2%	-8%	137%[activator]	162%[activator]	89*	48*	7%
8	O=C(C1CC1)N1CCCC(c2ccc(Cl)cc2)=N1
  -3%	9%	-7%	46%	-8	-5	-4%
9	CCOC(=O)CC1=NN(c2ccccc2)C(=O)/C1=C\c1ccc(N(C)C)cc1
  -3%	-7%	5.9µM*	u	14	-1	u
10	CCOC(=O)CN(Cc1ccccc1)C(=O)OC(C)(C)C
  x	-2%	22%	17%	10&-1	-1&19	x
11	Cc1ccc(Cl)cc1NC(=O)c1ccc(NC(=O)CCC(=O)O)cc1
  -21%	1%	0%	-12%	8	-2	8%
12	Cc1cccc(N(CC(=O)N2CCCC2)S(C)(=O)=O)c1
  3%	1%	u	-13%	x	4	-13%
13	Cn1c(SCc2cccc(F)c2)nnc1-c1ccncc1
  -5%	-1%	u	u	-8	-2	1%
14	COc1ccc(Cl)cc1NC(=O)CN(C)C(=O)c1cc(-c2ccncc2)nc2ccccc12
  -18%	x	5.2µM*	9.3µM*	x	x	u
15	COc1ccc(/C=C2\SC(=O)N(CC(=O)Nc3ccccc3O)C2=O)cc1OC
  -8%	9%	5%	u	-6	20	8%
16	CCOC(=O)C1CCN(C(=O)c2cccc(NC(=O)C(CC)CC)c2)CC1
  -3%	-8%	x	-1%	25	-4	3%
17	COc1cccc(C2C(C(=O)Nc3nc4ccccc4s3)=C(C)NC3=C2C(=O)CC(C)(C)C3)c1OC (configuration not stated)
  -3%	-2%	u	-11%	-3	-3	11%
